# BoNT F protease: BoNT/F light chain protease inhibitors, primary screen, biochemical, flow cytometry, MLPCN library | Botulinum neurotoxin type F light chain protease (Clostridium botulinum) | 360,000 tested, 0.22% active | inhibition, % at 10 µM | AID 588497, 2011 | Multiplex microsphere protease cleavage assay; in the data active = inhibition above about 35%, passing the limit was not always enough; inconclusive = no clear call, values can overlap the other calls; also: plate controls were buffer without enzyme for full effect and enzyme alone for no effect
# MazEF act: activators of E. coli MazEF toxin-antitoxin RNase, primary screen, biochemical, fluorescence, uHTS; FAM/BHQ RNA-DNA oligo cleavage fluorescence, 5 h; 350,000 tested, 0.32% active; AID 504720, 2011; Endoribonuclease toxin MazF (Escherichia coli (strain K12)), P0AE70; activation, % at 20 µM; in the data active = activation above about 50%
# Target sequence (P0AE70 whole entry, looked up): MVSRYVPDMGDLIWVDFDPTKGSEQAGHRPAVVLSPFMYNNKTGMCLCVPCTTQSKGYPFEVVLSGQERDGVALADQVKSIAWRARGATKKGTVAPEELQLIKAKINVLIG
# Anthrax LF inh2: Bacillus anthracis LF protease inhibitors, primary screen, biochemical, multiplex microsphere, MLPCN library | inhibition, % at 10 µM | 360,000 tested, 0.12% active | Lethal factor (Bacillus anthracis), P15917 | multiplex microsphere protease cleavage assay; also: plate controls were buffer without enzyme for full effect and enzyme alone for no effect
# Target sequence (P15917 whole entry, looked up): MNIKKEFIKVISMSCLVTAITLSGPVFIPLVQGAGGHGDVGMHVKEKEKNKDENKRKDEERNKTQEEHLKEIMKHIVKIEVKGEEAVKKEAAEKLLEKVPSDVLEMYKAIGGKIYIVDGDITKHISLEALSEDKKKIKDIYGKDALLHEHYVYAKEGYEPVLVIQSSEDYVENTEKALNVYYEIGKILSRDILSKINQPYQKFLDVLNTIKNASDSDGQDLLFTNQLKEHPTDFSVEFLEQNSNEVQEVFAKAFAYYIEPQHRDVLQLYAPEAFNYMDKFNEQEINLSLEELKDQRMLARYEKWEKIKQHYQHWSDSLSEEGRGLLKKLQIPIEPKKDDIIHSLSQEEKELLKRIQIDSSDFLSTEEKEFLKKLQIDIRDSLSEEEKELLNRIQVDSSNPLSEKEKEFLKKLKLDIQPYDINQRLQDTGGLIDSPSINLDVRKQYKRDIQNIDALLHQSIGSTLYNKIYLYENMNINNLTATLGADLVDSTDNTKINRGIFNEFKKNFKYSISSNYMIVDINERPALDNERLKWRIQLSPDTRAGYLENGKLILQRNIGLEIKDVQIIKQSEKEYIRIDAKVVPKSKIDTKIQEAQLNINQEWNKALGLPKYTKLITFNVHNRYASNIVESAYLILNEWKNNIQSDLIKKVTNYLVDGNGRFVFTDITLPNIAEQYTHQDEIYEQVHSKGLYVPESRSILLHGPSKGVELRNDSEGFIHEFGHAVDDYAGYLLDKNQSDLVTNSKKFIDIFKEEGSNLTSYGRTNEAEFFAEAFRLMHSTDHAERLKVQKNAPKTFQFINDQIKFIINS
# SSB-PriA inh: inhibitors of Klebsiella pneumoniae PriA binding to SSB C-terminal tail, primary screen, biochemical, AlphaScreen | AID 1272365, 2023 | inhibition, % at 33 µM | AlphaScreen SSBct-PriA binding, biotinylated peptide | 430,000 tested, 0.6% active; in the data active = inhibition mostly above about 37%, no sharp cut-off; inactive = mostly below about 20%;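 also: plate controls were negative control peptide for no effect and reference peptide for full effect; strong numbers were not always called active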
# 3CLpro inhibitor: SARS-CoV 3CLpro protease inhibitors, primary screen, biochemical, quenched FRET; recombinant SARS-CoV 3CLpro, quenched FRET peptide cleavage; Replicase polyprotein 1ab (Severe acute respiratory syndrome coronavirus), P0C6X7; 290,000 tested, 0.14% active; inhibition, % at 6 µM; in the data active = inhibition above about 12%
# VHR inh abs: VHR1 phosphatase inhibitors, primary screen, biochemical, absorbance, uHTS; inhibition, % at 13.3 µM; Dual specificity protein phosphatase 3 (Homo sapiens), P51452; recombinant VHR phosphatase, pNPP absorbance; 290,000 tested, 0.52% active; in the data active = inhibition above about 50%; also: some compounds called inactive have numbers as strong as hits
# Target sequence (P51452 whole entry, looked up): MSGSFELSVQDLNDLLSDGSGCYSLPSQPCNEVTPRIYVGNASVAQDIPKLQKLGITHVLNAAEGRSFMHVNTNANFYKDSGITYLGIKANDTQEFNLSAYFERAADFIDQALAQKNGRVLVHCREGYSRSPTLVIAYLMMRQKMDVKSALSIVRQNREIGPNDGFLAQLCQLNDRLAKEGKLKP
# Rv3671c protease: Rv3671c serine protease inhibitors, primary screen, biochemical, fluorescence polarization, M. tuberculosis H37Rv; P9WHR9; inhibition, % at 5.96 µM; 320,000 tested, 0.048% active; in the data active = inhibition above about 38%;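 also: extracellular domain of Rv3671c used as enzyme; 0% = enzyme with DMSO and 100% = no enzyme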
# BoNT A protease: BoNT/A light chain protease inhibitors, primary screen, biochemical, flow cytometry, MLPCN library | multiplex microsphere protease substrate cleavage | Botulinum neurotoxin type A light chain protease (Clostridium botulinum A str. ATCC 3502) | 360,000 tested, 0.17% active | inhibition, % at 10 µM; also: plate controls were buffer without enzyme for full effect and enzyme alone for no effect
# PrPC TRFRET: inhibitors of human cell surface prion protein PrPC, primary screen, cell-based, TR-FRET. Major prion protein (Homo sapiens), P04156. TR-FRET read-out. inhibition, % at 13.8 µM. 370,000 tested, 0.43% active; in the data active = inhibition above about 24%; also: 0% = median of the test wells and 100% = reference compound wells
# CCHFV vOTU inh: CCHFV vOTU protease inhibitors, primary screen, biochemical, Pep-AMC substrate, fluorescence. Crimean-Congo hemorrhagic fever virus L polyprotein viral ovarian tumor (vOTU) protease …. inhibition, % at 11.5 µM. 370,000 tested, 0.55% active; in the data active = inhibition above about 30%; also: 0% = vehicle wells with enzyme and 100% = no enzyme wells
# The depositor's hits bear a star; i = inactive; ? = inconclusive; / = no result given; & = joins results of further samples. Rule as the data show it, unless noted: active = inhibition above about 30%; inconclusive = no clear call, values can overlap the other calls; inactive = below that.
1	C=CCOC(=O)/C(=C\c1cccc2ccccc12)NC(=O)c1ccccc1
2	CCCC(c1nnnn1Cc1ccc(F)cc1)N1CCN(C)CC1 (centres undefined)
3	Cc1ccc(Cc2c(-c3cccc(Br)c3)nc3ccc(Cl)cn23)cc1
4	Cc1cc(NC(=O)CO/N=C/c2ccc3c(c2)OCO3)ccc1Br
5	COc1ccc2c(c1)N1CCN=C1N2C
6	COc1ccc([C@@H]2CC=C(C(=O)O)[C@H](c3ccc(F)cc3)N2S(=O)(=O)c2ccc(Cl)cc2)cc1
7	COc1ccccc1OCCn1cc(/C=N/NC(=O)c2ccncc2)c2ccccc21
8	Cc1ccc(OC(C)C(=O)Nc2cc(C)on2)cc1 (centres undefined)
Screen / compound no.,1,2,3,4,5,6,7,8
BoNT F protease,-4,5,-12,-2,-10,0,?,-2
MazEF act,-3,6,/,-3,7,-2,2,2
Anthrax LF inh2,-2,-2,5,-2,-1,-1,12,7
SSB-PriA inh,-7,-10,/,/,-18,10,i,-6
3CLpro inhibitor,4,-6,/,-1,1,/,0,5
VHR inh abs,-10,14,/,30,25,/,39,-3
Rv3671c protease,-4,0,/,-4,1,-24,3,5
BoNT A protease,0.6,0.6,2.7,-0.2,-0.2,0.0,-1.5,-0.8
PrPC TRFRET,-4,6,-5,-5,-7,-6,1,6
CCHFV vOTU inh,5,12,40*,5,1,13,2,8

# Record cards, as listed above. Values in the order: BoNT F protease | MazEF act | Anthrax LF inh2 | SSB-PriA inh | 3CLpro inhibitor | VHR inh abs | Rv3671c protease | BoNT A protease | PrPC TRFRET | CCHFV vOTU inh
# Profile of COc1ccc2c(c1)N1CCN=C1N2C : -10 | 7 | -1 | -18 | 1 | 25 | 1 | -0.2 | -7 | 1
# Profile of C=CCOC(=O)/C(=C\c1cccc2ccccc12)NC(=O)c1ccccc1 : -4 | -3 | -2 | -7 | 4 | -10 | -4 | 0.6 | -4 | 5
# Profile of Cc1ccc(Cc2c(-c3cccc(Br)c3)nc3ccc(Cl)cn23)cc1 : -12 | / | 5 | / | / | / | / | 2.7 | -5 | 40*
# Profile of Cc1ccc(OC(C)C(=O)Nc2cc(C)on2)cc1 (centres undefined) : -2 | 2 | 7 | -6 | 5 | -3 | 5 | -0.8 | 6 | 8
# Profile of CCCC(c1nnnn1Cc1ccc(F)cc1)N1CCN(C)CC1 (centres undefined) : 5 | 6 | -2 | -10 | -6 | 14 | 0 | 0.6 | 6 | 12

# (cont.)
9	CC1CC2OC(=O)C3(C)CCCC(C)(C23)C1(O)CCc1ccoc1 (centres undefined)
10	Cn1c(=O)c2[nH]c(CCNC(=O)c3ccccc3)nc2n(C)c1=O
11	C1CCN=C(Nc2nn[nH]n2)CC1
12	Cc1ccc(Cn2cc(S(=O)(=O)c3ccc(Cl)cc3)c(=O)c3cc(F)ccc32)cc1
13	COc1ccc(-c2ccc(CCC(=O)O)n2CC(=O)Nc2ccccc2C)cc1
14	Cc1ccc(C(=O)OCC(=O)NCc2ccccc2)s1
15	CC(C)=CCC[C@](C)(O[C@@H]1O[C@H](CO[C@@H]2OC[C@@H](O)[C@H](O)[C@H]2O)[C@@H](O)[C@H](O)[C@H]1O)C1CC[C@]2(C)C1[C@H](O)CC1[C@@]3(C)CC[C@H](O[C@@H]4O[C@H](CO)[C@@H](O)[C@H](O)[C@H]4O)C(C)(C)C3CC[C@]12C (some centres undefined)
16	COc1ccc(NC(=O)CCCCC#Cc2ccccc2)cc1
Screen / compound no.,9,10,11,12,13,14,15,16
BoNT F protease,-10,0,7,-1,-4,8,2,-9
MazEF act,6,36,9,-1,2,-7,7,-3
Anthrax LF inh2,-3,3,-5,-1,-2,-7,-2,1
SSB-PriA inh,-12,-4,1,0,-1,/,/,-27
3CLpro inhibitor,6,/,6,4,3,/,/,/
VHR inh abs,24,/,31,3,-7,/,/,/
Rv3671c protease,-6,/,-12,-4,4,/,-5,3
BoNT A protease,0.0,-0.2,-0.7,0.0,-0.1,0.3,-0.4,0.1
PrPC TRFRET,1,-4,-4,-8,0,5,0,9
CCHFV vOTU inh,14,-2,-4,-8,-7,-8,-1,7

17	COc1ccccc1/C=N/Nc1cc(C)nc(N2CCOCC2)n1
18	CCCCc1nnc(NC(=O)CCS(=O)(=O)c2ccc(Cl)cc2)s1
19	COc1ccccc1NC(=O)CN1CCN(CC(=O)Nc2ccc(Cl)c(C(F)(F)F)c2)CC1
20	O=C(COc1ccccc1)NCC(=O)N/N=C/c1ccc(O)cc1O
21	Cc1ccc(NC(=O)/C(=C/c2cccc([N+](=O)[O-])c2)NC(=O)C2CCCCC2)cc1
22	CCN1CCN(c2cc(=O)n3ccccc3n2)CC1
23	COc1ccc(/C=N/NC(=O)c2ccccc2OC)cc1COc1ccc(C)cc1
24	COC(=O)c1ccc(C(=O)OC)c(NC(=O)Nc2ccc3c(c2)OCO3)c1
Screen / compound no.,17,18,19,20,21,22,23,24
BoNT F protease,-3,-4,-1,-10,10,-5,-11,-1
MazEF act,4,-10,0,5,1,-2,1,11
Anthrax LF inh2,9,10,-3,-7,-1,-2,1,-3
SSB-PriA inh,i,-16,-5,/,-3,-2,/,-10
3CLpro inhibitor,1,/,3,2,5,-1,-2,3
VHR inh abs,1,/,34,3,17,36,4,-19
Rv3671c protease,-4,7,/,9,-4,2,-7,8
BoNT A protease,-1.5,1.1,-0.5,-0.9,0.1,-1.5,-2.1,0.9
PrPC TRFRET,-5,-3,-2,-6,-2,4,3,5
CCHFV vOTU inh,10,7,15,-6,11,8,16,-13

25	CN1CCN(C(=O)C2CC(c3c(F)cccc3Cl)=NO2)CC1 (centres undefined)
26	O=C(CN1C(=O)NC(c2ccccc2)(c2ccccc2)C1=O)N1CCN(c2ccc(F)cc2)CC1
27	O=C(NCCCN1CCOCC1)c1cc(C(=O)C2CCCCC2)c[nH]1
28	Cc1sc2ncnc(SCC(=O)N3CCCCC3)c2c1C
29	NSc1nc(N)c2nc(-c3ccccc3)c(-c3ccccc3)nc2n1
30	COC(=O)c1onc(-c2ccccc2)c1C(=O)OC
31	C[C@]12CCC(=O)C=C1C=CC1C2CC[C@@]2(C)C1CC[C@@H]2O (some centres undefined)
32	CC1=CC(C)(C)N(C(=O)Nc2ccccc2)c2ccccc21
Screen / compound no.,25,26,27,28,29,30,31,32
BoNT F protease,-3,-2,6,-5,0,0,-8,-1
MazEF act,-3,2,-18,6,8,4,4,-11
Anthrax LF inh2,-2,6,-4,-14,-10,4,-1,3
SSB-PriA inh,-13,19,3,-12,3,-20,-13,0
3CLpro inhibitor,2,/,9,-4,-2,-3,/,6
VHR inh abs,-6,/,28,12,-7,-6,/,16
Rv3671c protease,10,2,-6,-1,-17,1,/,-2
BoNT A protease,0.1,2.0,-0.9,2.2,-0.5,0.2,-0.3,0.9
PrPC TRFRET,0,3,1,7,-11,4,-8,-2
CCHFV vOTU inh,-18,10,5,-18,-11,5,-6,-11

33	CCc1ccc(-n2cc(-c3ccc(F)cc3)[n+]3c2SCCC3)cc1
34	COc1ccc(CNC(=O)C2(C)Cc3c(-c4ccc(C(N)=O)cc4)ccnc3O2)cc1OC (centres undefined)
35	Cc1cc(C(=O)N2CCC2(C)C(=O)NS(=O)(=O)c2cccc(OC(F)F)c2)nn1C (centres undefined)
36	COC(=O)C1=C(c2cc3ccccc3s2)C[C@@H]2CC[C@H]1N2C(=O)N1CCC(C)CC1
37	CN(C)c1ccc(/C=C(/NC(=O)c2ccccc2)C(=O)N/N=C/c2ccc([N+](=O)[O-])c(O)c2)cc1
38	Cc1cc(C)cc(NC(=O)CSc2nnc(Cc3cccn3C)n2-c2ccc(F)cc2)c1
39	S=C1NCN(Cc2ccccc2)CN1
40	O=C1Cc2cc(S(=O)(=O)N3CCNCC3)ccc2N1
Screen / compound no.,33,34,35,36,37,38,39,40
BoNT F protease,2,1,0,-2,-3,-5,15,-7
MazEF act,-6,/,/,9,5,7,10,-4
Anthrax LF inh2,4,-6,0,-4,-8,-6,9,0
SSB-PriA inh,-15,/,/,1,/,3,0,-14
3CLpro inhibitor,8,/,/,/,7,0,-4,/
VHR inh abs,9,/,/,/,-16,-6,24,/
Rv3671c protease,-1,/,/,-4,2,0,4,9
BoNT A protease,-0.7,0.3,-0.1,-1.0,-0.5,-0.4,-6.1,-0.4
PrPC TRFRET,9,1,1,7,-36,3,1,-2
CCHFV vOTU inh,-9,-5,26,8,12,-2,-10,0

41	Cc1c(N(C)S(=O)(=O)c2cccc(C(=O)NCC3CCCO3)c2)c(=O)n(-c2ccccc2)n1C (centres undefined)
42	O=C(COC(=O)CCS(=O)(=O)c1ccccc1)Nc1cc(S(=O)(=O)N2CCCCC2)ccc1Cl
43	O=C(CSc1nncc2ccccc12)N1CCOCC1
44	Cc1ccn2cc(CNC(=O)c3cccs3)nc2c1
45	COc1ccc(-c2[nH]nc3c2C(c2ccccc2OC(=O)N2CCOCC2)C(C#N)=C(N)O3)cc1 (centres undefined)
46	Cc1cc(=O)oc2cc(OCC(=O)OCC(=O)NC(=O)NC(C)C)ccc12
47	CCOc1ccc(N(CC(=O)Nc2ccc(C)cc2)S(=O)(=O)c2c(C)noc2C)cc1
48	O=C(Nc1ccc(S(=O)(=O)N2CCCCC2)cc1)C1CCN(C(=O)c2ccco2)CC1
Screen / compound no.,41,42,43,44,45,46,47,48
BoNT F protease,-6,-9,9,-10,0,1,-10,-3
MazEF act,2,1,0,-5,4,-8,3,4
Anthrax LF inh2,0,-1,-4,-2,-1,3,-9,-1
SSB-PriA inh,1,-11,-11,-3&8,-11,-7,-8,11
3CLpro inhibitor,/,/,-2,-3,3,0,1,-1
VHR inh abs,/,/,-10,32,10,18,-12,21
Rv3671c protease,-1,-4,1,4,-2,-1,6,-4
BoNT A protease,-2.0,-1.9,2.1,-1.0,0.4,0.6,-1.0,-0.5
PrPC TRFRET,-8,7,0,-1,-5,0,10,10
CCHFV vOTU inh,5,8,-18,2,9,-16,5,-6

49	CC(C)[C@H](NS(=O)(=O)c1ccccc1)C(=O)OCn1nnc2ccccc2c1=O
50	Cc1nc(N2CCN(C(=O)c3ccco3)CC2)c2oc3ccccc3c2n1
51	CC(=O)c1sc(-c2ccc(F)cc2)cc1NS(=O)(=O)c1ccccc1
52	CC(Oc1ccc(F)cc1)C(=O)Oc1ccc(N(C)S(=O)(=O)c2ccccc2)cc1 (centres undefined)
53	COc1ccc(Cl)cc1C(=O)CSc1nc(N)cc(N)n1
54	CCCCN1C(=N)N([C@@H](C)CN2CCC[C@H]2CN2C(N)=NC[C@H]2CC(C)C)C[C@H]1[C@H](C)CC
55	CC(C)(C)c1ccc(-c2nc(C#N)c(NCc3cccnc3)o2)cc1
Screen / compound no.,49,50,51,52,53,54,55
BoNT F protease,2,0,?,6,9,-2,-8
MazEF act,6,2,1,-9,7,6,1
Anthrax LF inh2,0,-2,-3,0,-8,-5,-3
SSB-PriA inh,-9,2,-3,-8,4,-11,6
3CLpro inhibitor,2,/,0,/,0,/,3
VHR inh abs,-24,29,26,/,10,/,8
Rv3671c protease,-10,1,0,15,-2,1,3
BoNT A protease,0.2,0.4,2.2,-5.7,0.3,-0.3,-3.3
PrPC TRFRET,3,6,0,-2,3,8,0
CCHFV vOTU inh,-11,5,-11,-2,-6,5,4

# Screens as filed in PubChem.

# The list is partial; the hit share may differ from the screen's.
